# Screens: PubChem, National Center for Advancing Translational Sciences (NCATS)
# TCR activator: T cell receptor activation | primary human leukocytes, anti-CD3, IL-2 HTRF, 48 h | Potency, µM (titrated, usually from 9.22 µM), inactives show at the highest dose activation of IL-2 secretion, usual class: activators | 330,000 tested, under 10 active; also: % of control where 0% means no effect
#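 HTRF read-out of IL-2 secretion: europium cryptate donor excited at 320nm, d2 acceptor emission at 665nm. Cells were primary human leukocytes incubated 48 hr with compounds and a-CD3 beads, supplying TCR signal only.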
# PTAP TSG101 blk: blocks PTAP/TSG101 interaction to inhibit HIV-1 budding; Potency, µM (series often up to 115 µM), without a hit: top-dose activity change, negative = inhibition, actives largely listed as inhibitors; AID 493005; 340,000 tested, under 10 active; Q99816; Fluorescence polarization, FITC-PTAP peptide / Tsg101 binding; active = well fitted inhibition curve with a large enough effect in the main read-out, with a control signal flat, not every such curve was filed as active; inconclusive = small, poorly fitted or top-dose-only effect, or effect the other way, or a change in a side signal; inactive = no such curve, though single readings can be large or run the other way; also: potency is read from the fitted curve at half-maximal effect; % of control where 0% means no effect
#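 FP read-out: FITC-PTAP peptide, 50 nM final, binding Tsg101 binding domain, 10 uM final; 20 min, r.t.; 10 mM HEPES pH 7.5, 0.15 M NaCl, 0.01% Tween 20, 3 mM EDTA, 0.1 mM TCEP.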
# B2AR arrestin: agonists driving beta-arrestin recruitment to human beta2-adrenergic receptor. hit rate 0.02% among 330,000. Potency, µM (titrated, usually from 46.1 µM), without a hit: at the top dose activation, hits mostly activators. AID 492947. beta-arrestin recruitment to beta2AR, cell-based reporter. P07550;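 also: potency is read from the fitted curve at half-maximal effect; 0% = DMSO controls and full agonism = EC100 isoproterenol or metaproterenol; nearly all actives have a fitted effect of over 65% in size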
# uPA surface inh: blocks generation of uPA at the cell surface; hit rate 0.31% among 330,000; AID 540303; cell surface uPA generation assay, qHTS; Potency, µM (highest dose often 38.3 µM), inactives show at the highest dose activity change, negative = inhibition, most hits filed as inhibitors; active = well fitted inhibition curve with a large enough effect; inconclusive = small, poorly fitted or top-dose-only effect; inactive = no such curve, though single readings can be large or run the other way; tested in mouse RAW 264.7 cells; also: potency is read from the fitted curve at half-maximal effect; % is scaled to controls: 0 for no effect and ±100 for the full control effect; nearly all actives have a fitted effect of over 55% in size
# USP2a inh: inhibitors of human ubiquitin-specific protease USP2a; O75604; USP2 core, Ub-CHOP2 coupled fluorogenic reporter, 485/531; Potency, µM (titrated, usually from 38.3 µM), for the others: at the highest dose activity change, negative = inhibition, hits mostly inhibitors; hit rate 0.01% among 330,000; AID 463254;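 also: potency is read from the fitted curve at half-maximal effect; plate controls were DMSO wells for no effect and full inhibition by NEM control for full effect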
#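 Deubiquitinase activity read as fluorescence (485/531 nm) after Ub-CHOP2 cleavage activates the enterokinase reporter on its substrate; USP2 core 10nM, Ub-CHOP2 and substrate 25nM each, 30min compound preincubation then 60min RT; data normalized to NEM, curves fitted.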
# Tb PFK inh: T. brucei PFK enzyme inhibition; O15648; T. brucei PFK, ADP-Glo luminescence; Potency, µM (series often up to 57.5 µM), for inactives: at the top dose activity, negative = inhibition, usual class: inhibitors; hit rate 0.17% among 330,000; AID 485367;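 also: potency is read from the fitted curve at half-maximal effect; 0% = uninhibited 1x PFK enzyme wells and -100% = no-enzyme wells; nearly all actives have a fitted effect of over 60% in size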
#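 ADP-Glo luminescence quantified ADP after 45 min at room temperature, with 1.25 nM T. brucei PFK, 0.1 mM ATP and 0.5 mM fructose-6-phosphate in pH 8.0 TEA buffer. qHTS titrations up to 57 µM; curves classified by quality.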
# Eya2 inh: blocks the phosphatase activity of human Eya2; recombinant Eya2, OMFP fluorescence dephosphorylation (OMFP is methylfluorescein phosphate); AID 488837; hit rate 0.006% among 330,000; Potency, µM (titrated, usually from 76.9 µM), for inactives: top-dose activity, negative = inhibition, hits mostly inhibitors; also: potency is read from the fitted curve at half-maximal effect; % is scaled to controls: 0 for no effect and ±100 for the full control effect
#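 Eya2 protein (added as 0.2 uM solution) was preincubated with compound for 10 min at ambient temperature in 50 mM HEPES pH 7.5, 50 mM NaCl, 5 uM MgCl2, 0.05% BSA, 1 mM DTT. OMFP (added at 50 uM) then reacted 10 min; fluorescence read at 485/525 nm.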
# TSHR antagonist: human thyrotropin receptor antagonism. TSHR-expressing cells, TSH-stimulated cAMP HTRF, 2 h; active compounds read low. activity change, negative = inhibition, % at 11.5 µM. hit rate 0.2% among 330,000;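 active = activity change below a set negative limit, meaning inhibition stronger than a set level, cut at about -70% in these data; inconclusive = activity change between two set negative limits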; also: % is scaled to controls: 0 for no effect and ±100 for the full control effect
# Target sequence (P16473 whole entry, looked up): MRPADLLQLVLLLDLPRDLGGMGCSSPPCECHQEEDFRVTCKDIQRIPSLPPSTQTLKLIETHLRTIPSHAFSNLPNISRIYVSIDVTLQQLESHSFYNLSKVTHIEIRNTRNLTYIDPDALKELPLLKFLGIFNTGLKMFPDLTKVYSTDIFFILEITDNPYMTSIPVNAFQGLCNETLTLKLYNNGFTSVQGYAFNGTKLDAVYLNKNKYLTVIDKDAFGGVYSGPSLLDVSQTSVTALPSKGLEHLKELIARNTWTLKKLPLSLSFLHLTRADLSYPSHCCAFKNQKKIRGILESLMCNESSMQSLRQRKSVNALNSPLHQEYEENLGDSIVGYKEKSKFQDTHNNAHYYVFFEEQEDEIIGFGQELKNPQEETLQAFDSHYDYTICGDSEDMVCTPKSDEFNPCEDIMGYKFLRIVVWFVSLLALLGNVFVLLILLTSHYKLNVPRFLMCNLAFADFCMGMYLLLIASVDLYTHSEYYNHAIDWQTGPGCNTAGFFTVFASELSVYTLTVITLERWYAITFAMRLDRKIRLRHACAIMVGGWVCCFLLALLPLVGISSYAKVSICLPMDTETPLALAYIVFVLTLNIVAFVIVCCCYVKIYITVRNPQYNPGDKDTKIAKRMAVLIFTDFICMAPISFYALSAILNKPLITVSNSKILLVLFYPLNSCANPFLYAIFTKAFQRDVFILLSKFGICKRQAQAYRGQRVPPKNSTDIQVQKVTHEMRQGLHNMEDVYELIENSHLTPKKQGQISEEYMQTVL
#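 Antagonism was scored as loss of TSH-driven cAMP in TSHR cells, stimulated with 4nM TSH (EC80) for 2 hours at 37 deg C and detected by homogeneous HTRF competition immunoassay.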
# ELG1 DNA repair: inhibitors of ELG1-dependent DNA repair in HEK293T cells. HEK293T ELG1-luciferase reporter, luminescence, 16 h; DNA damage induced by 5-fluorouridine. Potency, µM (series often up to 46.1 µM), for the others: top-dose activity change, negative = inhibition, usual class: inhibitors. hit rate 2.3% among 330,000; also: potency is read from the fitted curve at half-maximal effect; % is scaled to controls: 0 for no effect and ±100 for the full control effect; nearly all actives have a fitted effect of over 55% in size
#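 HEK293T cells expressing luciferase-tagged ELG1 (2,000/well) received 5-Fluorouridine plus compound or DMSO for 16 hr at 37 °C. Luciferase was read by ONE-Glo luminescence after 30 min at room temperature.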
# Mito fusion yeast: inhibitors of mitochondrial division or activators of mitochondrial fusion | S. cerevisiae fusion-defective mutant growth rescue, CellTiterGlo 48 h | Potency, µM (doses to about 46.1 µM), inactives show at the top dose growth rescue (activation), actives largely listed as activators | hit rate 0.23% among 320,000 | AID 485298;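 also: potency is read from the fitted curve at half-maximal effect; % of control where 0% means no effect; nearly all actives have a fitted effect of over 45% in size; temperature-sensitive fusion mutants such as fzo1-1 at 37 °C on non-fermentable ethanol glycerol medium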
#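 Temperature-sensitive fusion-defective S. cerevisiae (e.g. fzo1-1, mgm1-5) were grown with compound in YPEG medium (3% ethanol, 3% glycerol) for 48 hours at 37C. Growth rescue was measured as viability by CellTiterGlo luminescence after 10 minutes at ambient.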
# BCR signal inh: chronic active BCR signaling inhibition; ABC-DLBCL IkBa-CBG/CBR reporter, luminescence ratio, 4 h; hit rate 0.05% among 340,000; Potency, µM (titrated, usually from 46.1 µM), without a hit: top-dose ratio change, negative = lower green/red ratio, usual class: inhibitors; active = well fitted inhibition curve with a large enough effect in the signal ratio, with a control signal flat, not every such curve was filed as active; inconclusive = small, poorly fitted or top-dose-only effect, or effect the other way, or a change in a side signal; the % refers to the signal ratio;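 also: potency is read from the fitted curve at half-maximal effect; plate controls were basal doxycycline-induced cells for no effect and cells given 10 µM MG132 for full effect; MG132 reads +100%, hits lower the ratio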
#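 TMD8 human ABC-DLBCL cells with doxycycline-inducible IκBα–green luciferase fusion and unfused red luciferase, in 0.5% FBS medium; compounds up to 46 uM, 4 h at 37C. Green/red luminescence ratio, filter-overlap corrected, fitted to concentration-response curves.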
# * hit, by the source's call; ? = inconclusive; / = not tested or not shown; [ ] = remark or other dose. Unless noted, calls follow the shape of the dose curve; as a rule, active = well fitted curve in the direction sought with a large enough effect; inconclusive = small, poorly fitted or top-dose-only effect, or another doubt; inactive = no such curve, though single readings can be large; an effect the other way counts as inactive or inconclusive.
SMILES,TCR activator,PTAP TSG101 blk,B2AR arrestin,uPA surface inh,USP2a inh,Tb PFK inh,Eya2 inh,TSHR antagonist,ELG1 DNA repair,Mito fusion yeast,BCR signal inh
CNC1(c2nnnn2-c2c(C)cccc2C)CCOC(C)(C)C1 (configuration not stated),1%,-5%,-0.2%,6%,3%,0%,-22%,-9,-21%,3%,-2%
O=C(NCc1ccco1)/C(=C/c1ccccc1F)NC(=O)c1ccccc1,-2%,-5%,-1.2%,-3%,2%,-10%,-3%,15,7%,0%,-6%
Cc1ccc(-n2nc(C)c(/C=N/n3c(C)n[nH]c3=S)c2Cl)cc1,4%,1%,-0.5%,2%,1%,-6%,-2%,-4,-4%,-4%,?
c1ccc(CSc2ccc(-c3cccs3)nn2)nc1,-22%,-5%,0.5%,5%,1%,-5%,7%,-7,?,1%,?
CCn1c(SCC(=O)N2CCC(C)CC2)nc2c(c1=O)SC(C)C2 (configuration not stated),-1%,-2%,-0.2%,-7%,0%,2%,-7%,6,-4%,2%,?
Cc1cc2ccccn2c1C(=O)c1cc([N+](=O)[O-])cc([N+](=O)[O-])c1,1%,-1%,0.0%,-2%,-2%,-2%,-18%,0,?,-2%,0%
O=C(NCCCCCCNC(=O)OCCO)OCCO,9%,-4%,0.1%,-4%,1%,-5%,-8%,0,3%,-6%,4%
CCOC(=O)C(NC(=O)CCC(=O)Nc1ccc(S(N)(=O)=O)cc1)C(O)c1ccccc1 (configuration not stated),-1%,-8%,-0.9%,/,-2%,3%,7%,19,18%,-13%,0%
C[C@@H]1CN([C@@H](C)CO)C(=O)c2cc(NC(=O)C3CC3)ccc2O[C@H]1CN(C)C,7%,0%,-3.1%,-31%,4%,4%,13%,-9,18%,/,2%
C[C@H](CO)N1C[C@H](C)[C@@H](CN(C)C(=O)NC2CCCCC2)Oc2c(NC(=O)C3CCCCC3)cccc2C1=O,-5%,0%,-0.7%,3%,9%,9%,5%,-2,-2%,/,0%
COC(=O)c1cc(NC(C)=O)ccc1N1CCOCC1,-4%,1%,0.2%,2%,0%,-5%,2%,16,4%,-4%,2%
CC(NS(=O)(=O)c1ccccc1)C(c1cccs1)N1CCN(c2ccccc2)CC1 (configuration not stated),-8%,-2%,-0.1%,/,-6%,-13%,-15%,-19,-17%,?,?
CCN1CCN(C(=O)c2nn(-c3ccccc3)c(=O)c3ccccc23)CC1,/,/,0.3%,7%,-1%,1%,3%,6,2%,-3%,1%
CCC(C)c1ccc(NC(=S)NCc2ccccn2)cc1 (configuration not stated),-3%,0%,-0.2%,-2%,0%,-10%,2%,-5,1%,-3%,?
CCOc1ccc(NC(=O)C2CCC(CNc3c(N4CCCCC4)c(=O)c3=O)CC2)cc1 (configuration not stated),1%,-7%,-1.1%,7%,2%,-10%,2%,3,?,-15%,-14%
NNC(=O)c1[nH]c2ccc(Br)cc2c1-c1ccccc1,0%,-3%,0.4%,-16%,-7%,0%,-13%,3,?,19%,?
CNC(=O)CN1C(=O)CSc2ncccc21,-3%,-3%,0.0%,-8%,1%,-3%,-17%,53,?,-4%,10%
COC(=O)c1cc(Cl)c(NC(=O)c2cc3ccccc3o2)cc1OC,2%,-4%,-0.3%,1%,0%,-3%,10%,39,2%,7%,-15%
Cc1cccc(C)c1NC(=O)CN(C)C(=O)c1ccc(-c2cccc(C(F)(F)F)c2)o1,0%,-9%,-0.1%,1%,4%,0%,7%,26,?,?,?
CC(C)C(NS(=O)(=O)c1cccc2nsnc12)C(=O)NCc1ccco1 (configuration not stated),-5%,-5%,-0.6%,0%,-1%,1%,9%,8,11%,1%,0%
O=C(CCNS(=O)(=O)c1ccc(Br)s1)NCc1ccc(F)cc1,-8%,-6%,-1.0%,2%,6%,-18%,6%,9,16%,-3%,-18%
COc1cc([C@@H]2c3cc4c(cc3[C@@H](O)[C@H]3COC(=O)[C@H]23)OCO4)cc(OC)c1O[Si](C)(C)C(C)(C)C,3%,-1%,-0.3%,4%,-8%,-7%,-9%,8,?,-88%[inhibitor],?
CCCCN(C(=O)c1cc2ccccc2o1)c1c(N)n(CCCC)c(=O)[nH]c1=O,-5%,-3%,-0.3%,9%,4%,-1%,-16%,-5,18%,0%,2%
CCOc1ccc(N(CC)S(=O)(=O)c2c(C)[nH]c(=O)[nH]c2=O)cc1,1%,4%,-0.3%,2%,-1%,1%,7%,-7,-12%,6%,6%
CCCCCC[N+](C)(C)CCSSCC[N+](C)(C)CCCCCC,-6%,-1%,-0.7%,0%,2%,?,18%,5,3%,4%,?
CCNc1c(N)c(=O)oc2ccccc12,-6%,-2%,0.2%,5%,1%,-1%,-3%,-11,8%,2%,?
O=C(N/N=C/c1ccccc1O)C1SCCCS1,-6%,-8%,0.1%,?,4%,1%,-1%,0,0%,-8%,?
Cc1ccc(C(=O)NCC2CCCN2S(=O)(=O)c2ccc(C)cc2)cc1 (configuration not stated),-1%,2%,-1.0%,0%,0%,?,18%,-6,1%,2%,3%
CC(C(=O)c1ccc(-c2ccccc2)cc1)[n+]1cccc(Br)c1 (configuration not stated),8%,-1%,2.5%,-3%,2%,0%,1%,-1,1%,18%,8%
COC(=O)c1ccc(CSc2nc3ccccc3c(=O)n2-c2ccccc2)o1,-5%,1%,0.1%,8%,6%,1%,-17%,19,-27%,12%,?
COCCCNC(=O)Cn1nnc(-c2ccc(NC(=O)c3ccc(F)cc3)cc2)n1,-3%,-3%,0.4%,6%,3%,-4%,-1%,4,2%,-3%,?
COc1ccccc1NS(=O)(=O)c1cc(NC(=O)c2sccc2C)ccc1N1CCOCC1,-3%,-3%,-0.5%,-19%,-2%,0%,-8%,-1,-12%,4%,-21%
COc1ccc(OCCN2CCN(S(=O)(=O)c3ccccc3C#N)CC2)cc1,-7%,-1%,0.1%,-1%,1%,-4%,3%,-6,-15%,-8%,?
COCCn1c(=NC(=O)CSCC(=O)N2CCOCC2)sc2cc(C)ccc21,3%,-5%,-0.4%,-1%,0%,4%,9%,-6,?,1%,3%
COc1ccc(C)cc1NC(=O)CSc1nnc(-c2ccc(C)cc2)o1,0%,2%,3.4%,-28%,3%,2%,5%,-10,-13%,-2%,0%
COc1ccc(S(=O)(=O)N2CCOCC2)cc1NC(=O)[C@@H]1CCCN1C(=O)c1cccs1,0%,-1%,0.5%,-2%,0%,3%,-5%,3,7%,-1%,0%
CCN(CC)S(=O)(=O)c1ccc(N2CCOCC2)c(NCC(=O)Nc2ccc(F)cc2)c1,-7%,-2%,0.2%,2%,0%,0%,-1%,-11,?,-5%,-18%
Cc1c(C(=O)Nn2cnnc2)oc2ccccc12,0%,-3%,-0.2%,-3%,-2%,1%,3%,-8,-7%,-4%,10%
CCOC(=O)C1=C(N)OC2=C(C(=O)CC(C)(C)C2)C1c1ccccc1OC (configuration not stated),3%,-13%,-0.9%,7%,-6%,-3%,2%,-8,6%,-5%,5%
COc1ccc(NC(=O)CSc2nnc(C)n2C2CC2)cc1S(=O)(=O)N1CCOCC1,15%,-4%,-0.1%,1%,1%,4%,0%,5,3%,2%,-1%
O=C(CSc1ccc2nnc(-c3cccnc3)n2n1)N1CCOCC1,-3%,-3%,0.0%,7%,0%,3%,-10%,35,4%,-4%,-2%
C=C(C)COc1ccc2c(C)c(CCC(=O)NC3CC3)c(=O)oc2c1,-5%,-3%,-0.6%,-13%,3%,-2%,-9%,-22,0%,4%,-1%
CC(CS(=O)(=O)c1ccc2c(c1)NC(=O)CS2)C(=O)NCc1ccccc1Cl (configuration not stated),1%,-1%,0.5%,1%,5%,13µM*,2%,3,-7%,-14%,-1%
CN(C)S(=O)(=O)c1cccc(C(=O)OCC(=O)NC2CCCc3ccccc32)c1 (configuration not stated),-6%[46.1 µM],1%,-0.1%,-1%,2%,1%,-1%,0,1%,0%,?
